Assay outcomes deposited in PubChem BioAssay by NCI.
yeast mec2-1: NCI yeast anticancer drug screen, S. cerevisiae mec2-1 strain | AID 157 | growth inhibition, % at 50 µM | 79,000 compounds, 9% hits;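 note: 0% = growth of vehicle-only cultures of the same strain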
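Mutant yeast (mec2-1) grown with compound; growth inhibition relative to vehicle control reported.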
mlh1 rad18: NCI yeast anticancer drug screen, S. cerevisiae mlh1 rad18 strain | % growth inhibition at 50 µM | 79,000 compounds, 11% hits | AID 175;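 note: 0% = growth of vehicle-only cultures of the same strain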
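Yeast w/ defined DNA-repair lesions; compound exposure; growth vs vehicle controls → % inhibition.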
yeast bub3: NCI yeast anticancer drug screen, S. cerevisiae bub3 mutant strain; growth inhibition, % at 50 µM; 78,000 compounds, 9.9% hits; AID 167;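 note: 0% = growth of vehicle-only cultures of the same strain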
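Growth of a checkpoint-deficient yeast mutant is measured after compound exposure. Values represent inhibition relative to vehicle.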
cln2 rad14: NCI yeast anticancer drug screen, S. cerevisiae cln2 rad14 strain; % growth inhibition at 50 µM; 78,000 compounds, 8.3% hits;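 note: 0% = growth of vehicle-only cultures of the same strain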
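Test compounds were added to cln2 rad14 yeast cultures; inhibition of growth was then determined by comparison with vehicle treatment.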
yeast rad50: NCI yeast anticancer drug screen, S. cerevisiae rad50 strain; % growth inhibition at 50 µM; 79,000 compounds, 10% hits;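 note: 0% = growth of vehicle-only cultures of the same strain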
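Cells are treated with compound, grown, and their growth is then scored against vehicle-only cultures of the same repair-deficient yeast strain.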
yeast sgs1 mgt1: NCI yeast anticancer drug screen, S. cerevisiae sgs1 mgt1 strain; growth inhibition, % at 50 µM; 78,000 compounds, 10% hits; AID 161;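 note: 0% = growth of vehicle-only cultures of the same strain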
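Yeast cells carrying a defined DNA-repair defect were exposed to test compounds. Growth inhibition was measured relative to vehicle-treated controls.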
* hit, by the source's call; & = joins results of further samples. Cut-off read from the data, not from the text of the source: active = growth inhibition above about 70%; inactive = the rest.

SMILES | yeast mec2-1 | mlh1 rad18 | yeast bub3 | cln2 rad14 | yeast rad50 | yeast sgs1 mgt1
CC(=O)/C=C1\C(=O)Nc2ccccc21 | 92* | 79* | 88* | 33 | 85* | 92*
CCOC(=O)/C(OC(C)=O)=C1/C=C(C(=O)c2ccccc2)CCC1 | 25 | 7 | 27 | -4 | 8 | 12
NS(=O)(=O)CCN1C(=O)c2ccccc2C1=O | -20 | -10 | 15 | 43 | -29 | -13
C/C(=N/Nc1ccc([N+](=O)[O-])cc1[N+](=O)[O-])C1CC2CCC1C2 (centres undefined) | 2 | -17 | 3 | -4 | -17 | 2
CC1=Nc2c(C#N)ncn2N=C(C)C1 | 0 | -19 | 29 | 41 | 32 | 18
COc1cc(Br)cc2nc(-c3cccs3)oc12 | -47 | -33 | -8 | -25 | -15 | -62
COc1ccc(Cl)cc1NC(=O)CC(C)=O | -12 | -6 | -3 | 6 | -10 | 3
OC1CCC2CCCC(O)C2C1 (centres undefined) | -3 | -10 | -4 | -14 | -19 | -10
O=S=Nc1ccc([N+](=O)[O-])cc1Cl | -1 | 17 | 11 | -34 | 6 | -3
CCN(CC)c1ccc2cc(-c3nc4ccccc4[nH]3)c(=O)oc2c1 | -5 | 3 | 11 | 3 | 2 | 12
CC(C)[C@@H]1C=C(c2ccccc2)c2ccccc2C1C(C#N)(C#N)C(C)C (some centres undefined) | -34 | -14 | -13 | -8 | -30 | -10
Cc1ccccc1C1(O)CCCCC1 | -48 | -4 | -42 | 20 | -40 | -36
N#CC1CCCC(Cc2ccccc2)(c2ccccc2)C1=O (centres undefined) | 98* | 98* | 99* | 95* | 99* | 98*
Nc1cc2nc(=O)cc3n2c(n1)SC3 | 3 | 6 | 0 | 29 | 19 | 11
CCOC(=O)C1CSSCC(N)C(=O)N1 (centres undefined) | -1 | 5 | -12 | -49 | 6 | -12
C=C1C(=O)O[C@@H]2/C=C(\C)CC/C=C(/COC(C)=O)C[C@@H](OC(C)=O)[C@@H]12 | -28 | -30 | -1 | 0 | 7 | 20
CC(C(=O)O)c1ccc(-c2ccccc2)c(F)c1 (centres undefined) | 12&12 | 0&-14 | 2&8 | 16&26 | 38&39 | 14&10
NC(=NCCN1CCCCCCC1)NO | -18 | -69 | 3 | -1 | 12 | -16
Cc1ccccc1-c1nc(/C=C2\C(=O)C=Cc3ccccc32)c(O)o1 | -4 | -2 | -3 | 24 | -17 | -1
CCOc1ccc(NC(=O)COc2ccc(Cl)cc2)cc1 | -6 | -6 | 20 | -7 | -4 | 9
CC(C)N(CCO)CC(O)Cn1cnc2ncnc(N)c21 (centres undefined) | -11 | 4 | -28 | 7 | 2 | -25
CCCCCCCCCCNCCC(=O)O | 6 | 13 | -18 | -8 | 11 | 16
CC(=O)O[C@H]1CC[C@]2(C)[C@H]3C(=O)C=C4[C@@H]5C[C@@](C)(C(=O)O)CC[C@]5(C)CC[C@@]4(C)[C@]3(C)CC[C@H]2C1(C)C | 24 | -6 | 26 | 52 | 31 | 42
Fc1cccc(Cl)c1C1SCc2nc3cc4ccccc4cc3n21 (centres undefined) | 8 | 6 | 19 | 17 | -4 | 18
Cc1ccc(S(=O)(=O)n2oc(N)c(Cc3ccccc3)c2=O)cc1 | 0 | -3 | 19 | -24 | -25 | 8
CCC(CO)Nc1nc2ccc([N+](=O)[O-])cc2c2ccccc12 (centres undefined) | -10 | 13 | 2 | -2 | 8 | -2
O=C(Nc1ccc([N+](=O)[O-])cc1[N+](=O)[O-])C(=O)C(C(=O)c1ccc2ccccc2c1)C1OC(=O)c2ccccc21 (centres undefined) | 46 | 41 | 50 | 60 | 48 | 66
OC(CC(O)(C(F)(F)F)C(F)(F)F)C(O)c1ccco1 (centres undefined) | -18 | -4 | -10 | -25 | -13 | 7
CC(C)C1NC(=O)C(N)C(C)OC(=O)C(C(C)C)N(C)C(=O)CN(C)C(=O)C2CCCN2C1=O (centres undefined) (tested in a mixture with another compound) | 92* | 90* | 91* | 87* | 89* | 90*
CC(C)C(=O)OC1(Cc2cccc[n+]2C)CCCCC1 | 10 | 1 | 13 | 27 | 9 | 23
COC(=O)c1n[nH]c(C)c1N=NN(C)CCC#N | 99* | 99* | 99* | 98* | 98* | 99*
CC1(CO)COC(=O)C(C)(C2(C)NC(C)(CO)COC2=O)N1 (centres undefined) | -18 | 4 | -24 | 13 | 4 | -18
CC(C)(NC(=O)c1cc(Cl)c2ccccc2c1O)C(=O)O | 3 | 18 | 9 | 23 | 4 | 28
O=C1NN=C(C2CCCCC2)C12CCCCC2 | -3 | -8 | 5 | 3 | 8 | 1
CC12CCC(O)CC1=CCC1C2CCC2(C)C(NC(=O)C(Cc3ccc(O)cc3)NC(=O)OCc3ccccc3)CCC12 (centres undefined) | 3 | -8 | -5 | 39 | -8 | -3
COc1ccccc1NC(=O)c1ccccc1 | 11 | 16 | 3 | -9 | 23 | 5
CCCCCN(CCCCC)CC(O)c1cccc2c1cc(Br)c1ccccc12 (centres undefined) | 2 | 15 | 1 | 8 | 31 | 9
NC(=O)CCC1CCCCN1 (centres undefined) | 19 | 2 | 2 | 6 | 27 | 6
Clc1ccc(Oc2nc(Cl)nc3[nH]ncc23)cc1 | 31 | 40 | 18 | -5 | 38 | 73*
CCCCOC(=O)C1CSSCC(NC(C)=O)C(=O)N1 (centres undefined) | -7 | -7 | -7 | -16 | -2 | 2
COc1cc2c(cc1OC)C(c1ccccc1[N+](=O)[O-])=NCC2 | -1 | 15 | 22 | 12 | 0 | 30
COc1ccc(/C=C(\C)C=O)cc1 | 10 | -18 | -9 | -2 | -11 | -42
COC1=CC(=O)C2CC=C(C)CC2(C)C1=O (centres undefined) | -12 | -4 | 0 | 18 | -8 | -17
CCN(CC)CC(O)Cn1cnc2c(N)ncnc21 (centres undefined) | -12 | 14 | 6 | 3 | -13 | -2
Cc1ccc(S(=O)(=O)OC2CCC(C(C)(C)C)C(Cl)C2)cc1 (centres undefined) | 8 | -7 | 3 | 10 | -8 | 3
COC(=O)C(=O)C(/C=N/C(=S)Nc1ccc(S(=O)(=O)Nc2nccs2)cc1)=C(\O)c1c(C)[nH]c2ccccc12 | 24 | 30 | 36 | 5 | 39 | 35
N#CC(/C(=N/NC(=O)C(=O)NN)C(=O)Nc1nc([N+](=O)[O-])cs1)c1ccc(Cl)cc1 (centres undefined) | 28 | 3 | 25 | 9 | 26 | 7
O=C1CCSSCCC(=O)Nc2ccccc2N1 | -42 | -16 | -18 | -10 | -36 | -15
CC(C)(C)CNC(C)(C)C | -6 | -14 | -7 | -10 | -11 | -22
Cc1cccc(C)c1NC(=O)C(=O)C(C#N)c1c(Cl)cccc1Cl (centres undefined) | 5 | 11 | -5 | -25 | -38 | 16
Cc1cccc(C)c1NC(=O)c1c(Cl)c(Cl)c(Cl)c(Cl)c1C(=O)O | 12 | -18 | 5 | -20 | -26 | -16
CCCCN(CCC#N)CCNc1cc(OC)cc2cccnc12 | 3 | 40 | 0 | 4 | 21 | 36
Cc1cc(Br)c(NC(=O)c2c(-c3c(Cl)cccc3Cl)noc2C)c(Br)c1 | -16 | 5 | -12 | 5 | -3 | -8
CCO/C=C1\CC(=O)N(c2ccc(F)c(Cl)c2)C1=O | 16 | -21 | 5 | 8 | -4 | -3
COc1ccc(CNC(=O)CC(C)=O)cc1OC | -4 | 3 | -8 | 7 | 1 | 3
CCCSS[C@H]1NC(=O)[C@H]1NC(=O)COc1ccccc1 | 8 | -4 | 19 | 3 | 31 | 1
CC1(C)CC(=O)C2=C(C1)Nc1ccccc1CC2c1c[nH]c2ccccc12 (centres undefined) | 3 | 0 | 11 | 52 | -7 | 5
CC1=C(C)/C(=C/c2ccccn2)NC1=O | -9 | 11 | -2 | -5 | 1 | -3
CC(C)=NNC(=O)Nc1cccc(C)c1C | 15 | -7 | -10 | -47 | 9 | -7
CC(C)CNC(=O)c1ccc(OCC(O)CNC(C)(C)C)c(Cl)c1 (centres undefined) | 15 | 18 | -2 | 11 | 9 | 9

Part of the list above in order of molar mass, low to high.
SMILES | yeast mec2-1 | mlh1 rad18 | yeast bub3 | cln2 rad14 | yeast rad50 | yeast sgs1 mgt1
COC1=CC(=O)C2CC=C(C)CC2(C)C1=O (centres undefined) | -12 | -4 | 0 | 18 | -8 | -17
CCO/C=C1\CC(=O)N(c2ccc(F)c(Cl)c2)C1=O | 16 | -21 | 5 | 8 | -4 | -3
Cc1ccc(S(=O)(=O)OC2CCC(C(C)(C)C)C(Cl)C2)cc1 (centres undefined) | 8 | -7 | 3 | 10 | -8 | 3
CC1(C)CC(=O)C2=C(C1)Nc1ccccc1CC2c1c[nH]c2ccccc12 (centres undefined) | 3 | 0 | 11 | 52 | -7 | 5

More records:
SMILES | yeast mec2-1 | mlh1 rad18 | yeast bub3 | cln2 rad14 | yeast rad50 | yeast sgs1 mgt1
O=Nn1c2ccccc2c2ccccc21 | 12&17 | 16&22 | 66&2 | 40&3 | 25&28 | 17&5
Cc1cc(C)c(C)c(CN)c1C | -6 | -3 | 14 | 8 | -20 | -9
Ic1ccc(CSc2cnnc(SCc3ccc(I)cc3)c2SCc2ccc(I)cc2)cc1 | 15 | 30 | -4 | -4 | 10 | 7
Cc1c2oc3c(C)ccc(C(=O)NC4C(=O)NC(C(C)C)C(=O)N5CCCC5C(=O)N(C)CC(=O)N(C)C(C(C)C)C(=O)OC4C)c3nc-2c(C(=O)NC2C(=O)NC(C(C)C)C(=O)N3CCCC3C(=O)N(C)CC(=O)N(C)C(C(C)C)C(=O)OC2C)c(N)c1=O (centres undefined) | -5&5 | -19&-28 | 17&-2 | -16&19 | -2&7 | -11&-8
C=CCSc1nc2c(=O)[nH]cnc2n1C1OC(CO)C(O)C1O (centres undefined) | 4 | -13 | -8 | 0 | -7 | -3
CN(C)c1ccc(-c2ccncc2)cc1 | 15 | 17 | 17 | -12 | 22 | 19
OC1(c2ccccc2)CCCN(Cc2ccccc2)C1 (centres undefined) | 7 | 16 | 15 | -17 | 4 | 7
O=C(O)c1ccccc1C(=O)OC1CC2CCC23CCC13 (centres undefined) | 4 | 12 | -14 | -28 | 16 | 2
CCCCCCC(O)CC[C@H]1CCC[C@@H](C)N1 (some centres undefined) | 26 | 38 | 45 | 39 | 46 | 40
NC(N)=NC(N)=Nc1ccc(C(=O)O)cc1 | 6 | -4 | -68 | -29 | -7 | -27
COc1cccc(N2C(=O)C3CC(CC(C)(C)C)c4c([nH]c5ccccc45)C3C2=O)c1 (centres undefined) | 28 | 23 | 63 | 20 | 34 | 36
COC(=O)C1(Cc2ccc3c(c2)CCC3)Cc2ccccc2C1O (centres undefined) | 84* | 91* | 90* | 90* | 77* | 86*
O=C(O)C(Cc1cccs1)C(=O)OCCc1ccccc1 (centres undefined) | -6 | 22 | -14 | -11 | -5 | 1
C=C1C=CC2(Br)OC3CC(C)(Cl)C(Br)CC13C2(C)C (centres undefined) | 18 | 9 | 20 | 6 | 24 | 10
Cc1cc(=O)oc2c(C)c(OCCCOc3ccc4c(C)cc(=O)oc4c3C)ccc12 | -16 | -34 | -31 | 11 | -30 | -6
O=C(c1ccccc1)C1N=NCC1c1ccccc1O (centres undefined) | 2 | 16 | 32 | 13 | 34 | 31
C=C1C(=O)O[C@H]2C[C@@]3(C)[C@H](O)CCC(=C)[C@@H]3[C@@H](OC(C)=O)[C@H]12 | 25 | -29 | -27 | -7 | 3 | 0
CC(C)(Cc1ccc([N+](=O)[O-])cc1)[N+](=O)[O-] | 11 | 0 | 12 | -8 | 8 | 4
C=C(c1ccc2nc(NC(=O)OC)[nH]c2c1)c1cccs1 | 93* | 95* | 91* | 41 | 61 | 92*
Cc1[nH]c2ccccc2c1C1=CC(=O)N(c2ccccc2)C1=O | -24 | -8 | -5 | 21 | -24 | 9
Cc1cc2ccccc2[n+](C)c1-c1ccccc1Br | 12 | 8 | -6 | -6 | 26 | 27
CC(=O)NC(CCCNC(=O)N(C)N=O)C(=O)NCc1ccccc1 (centres undefined) | -27 | -13 | -21 | 7 | -35 | -16

Already shown: an excerpt of the list.
SMILES | yeast mec2-1 | mlh1 rad18 | yeast bub3 | cln2 rad14 | yeast rad50 | yeast sgs1 mgt1
Cc1cc(=O)oc2c(C)c(OCCCOc3ccc4c(C)cc(=O)oc4c3C)ccc12 | -16 | -34 | -31 | 11 | -30 | -6
O=C(c1ccccc1)C1N=NCC1c1ccccc1O (centres undefined) | 2 | 16 | 32 | 13 | 34 | 31
C=C1C(=O)O[C@H]2C[C@@]3(C)[C@H](O)CCC(=C)[C@@H]3[C@@H](OC(C)=O)[C@H]12 | 25 | -29 | -27 | -7 | 3 | 0
